# HCV inhibitor: blocks hepatitis C virus; Huh7.5.1 HCVcc-Cre infection, luciferase reporter, 44 h; Potency, µM (titrated, usually from 41.8 µM), for inactives: at the top dose activity change, negative = inhibition, hits mostly inhibitors; 340,000 compounds, 3.4% hits; note: potency is the fitted concentration of half-maximal effect
#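 After 44 h co-culture of compound, cells and HCVcc-Cre (~0.5 moi), substrate is added for 15 min at room temperature and luciferase measured over 15 sec. Cells were seeded at 1,000/well and pre-cultured 4 h.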
# AmpC detergent: AmpC beta-lactamase inhibition with detergent present. P00811. Potency, µM (series often up to 114 µM), for inactives: top-dose activity change, negative = inhibition, usual class: inhibitors. AID 485294. AmpC hydrolysis of nitrocefin, absorbance 480 nm, 0.01% Triton. 370,000 compounds, 0.041% hits;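 note: potency is the fitted concentration of half-maximal effect; 0% = no-compound wells and -100% = no-enzyme wells; nearly all actives have a fitted effect of over 25% in size; some results filed as inactive show a strong effect at the top dose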
# Target sequence (P00811 whole entry, looked up): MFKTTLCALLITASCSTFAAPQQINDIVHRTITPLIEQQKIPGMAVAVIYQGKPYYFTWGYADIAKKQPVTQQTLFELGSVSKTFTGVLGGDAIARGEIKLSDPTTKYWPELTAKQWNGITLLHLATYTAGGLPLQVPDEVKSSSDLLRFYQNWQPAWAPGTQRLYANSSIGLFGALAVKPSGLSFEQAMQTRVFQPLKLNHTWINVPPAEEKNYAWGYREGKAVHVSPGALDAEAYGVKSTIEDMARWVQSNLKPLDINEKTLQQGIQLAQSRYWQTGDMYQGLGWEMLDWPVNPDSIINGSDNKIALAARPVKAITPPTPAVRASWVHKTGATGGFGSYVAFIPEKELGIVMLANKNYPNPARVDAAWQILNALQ
#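 AmpC (5.3 nM in the dispensed reagent) in 20 mM phosphate pH 7.0 with 0.01% (detergent screen) or 0.0001% Triton X-100 was preincubated with compounds for 15 min at room temperature. Nitrocefin was then added from an 800 uM solution, and hydrolysis was followed at 480 nm.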
# AmpC inh no detg: inhibitors of E. coli AmpC beta-lactamase without detergent; P00811; Potency, µM (highest dose often 57.1 µM), for inactives: at the top dose activity change, negative = inhibition, actives largely listed as inhibitors; AID 485341; AmpC nitrocefin hydrolysis, absorbance 480 nm, 0.0001% Triton; 330,000 compounds, 0.52% hits;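 note: potency is the fitted concentration of half-maximal effect; plate controls were no compound for no effect and no enzyme for full effect; nearly all actives have a fitted effect of over 20% in size; some results filed as inactive show a strong effect at the top dose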
#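 20 mM phosphate pH 7.0 + 0.01% (detergent screen) or 0.0001% Triton X-100; 5.3 nM AmpC reagent; cpd preinc 15 min RT; nitrocefin (800 uM stock) to start; A480 q20 s × 4 min; Activity was normalised to no-enzyme and no-compound control wells.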
# Sm TGR block: inhibitors of Schistosoma mansoni thioredoxin glutathione reductase; purified TGR, DTNB reduction, TNB absorbance 405 nm; AID 485364; Potency, µM (highest dose often 114 µM), inactives show top-dose activity change, negative = inhibition, usual class: inhibitors; 360,000 compounds, 3% hits; note: potency is the fitted concentration of half-maximal effect; nearly all actives have a fitted effect of over 60% in size
#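 Kinetic colorimetric format: TGR-catalysed, NADPH-driven DTNB reduction monitored via TNB absorbance. Enzyme dispensed at 20 nM; compound exposure 15 min at room temperature before reaction start.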
# Giardia FBPA inh: blocks Giardia fructose-bisphosphate aldolase activity. purified Giardia FBPA. A8B2U2. AID 2451. Potency, µM (doses to about 59.6 µM), inactives show top-dose activity, negative = inhibition, usual class: inhibitors. 290,000 compounds, 0.71% hits; note: potency is the fitted concentration of half-maximal effect; nearly all actives have a fitted effect of over 55% in size
# Target sequence (A8B2U2 whole entry, looked up): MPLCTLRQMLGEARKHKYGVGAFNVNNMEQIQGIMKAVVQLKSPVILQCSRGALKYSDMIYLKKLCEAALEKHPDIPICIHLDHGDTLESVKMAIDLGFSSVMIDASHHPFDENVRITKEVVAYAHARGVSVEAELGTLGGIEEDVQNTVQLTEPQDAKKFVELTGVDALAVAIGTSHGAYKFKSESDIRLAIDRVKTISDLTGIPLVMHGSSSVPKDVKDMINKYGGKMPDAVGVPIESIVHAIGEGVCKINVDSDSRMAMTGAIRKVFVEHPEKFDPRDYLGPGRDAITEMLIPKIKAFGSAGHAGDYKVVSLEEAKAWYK
#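 40 nM FBPA preincubated 10 min at RT with compound (up to 57.5 uM final), then substrate plus GAPDH/TPI/NAD/arsenate coupling and diaphorase/resazurin added. Fluorescence read after 20 min at RT, 525/598 nm.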
# HCMV inh: inhibitors of human cytomegalovirus; HFF cells, HCMV-luciferase reporter, 72 h; hits give low values; activity change, negative = inhibition, % at 57.5 µM; 410,000 compounds, 4.5% hits; AID 1259415; in the data active = activity change below about -60%; inconclusive = no clear call, values can overlap the other calls; inactive = above about -39%
#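 Cell-based, HFFs, 1000 cells/well, 16 h 37C; cpds in DMSO + HCMV-luc, MOI 1 PFU/cell; 72 h 37C; OneGlo luminescence after 5 min RT; norm. to buffer vs Salinomycin 10uM.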
# Active calls of the source: *; ? = inconclusive; . = no result given; [ ] = dose if it differs, or a comment. Unless noted, calls come from the whole dose curve; as a rule, active = well fitted curve in the direction sought with a large enough effect; inconclusive = small, poorly fitted or top-dose-only effect, or another doubt; inactive = no such curve, though single readings can be large; an effect the other way counts as inactive or inconclusive. Unless noted, % is set by controls: 0 for no effect and ±100 for the full control effect. Random draw from the library. Share with any hit: about 9.9%.
# Values run as follows: HCV inhibitor, AmpC detergent, AmpC inh no detg, Sm TGR block, Giardia FBPA inh, HCMV inh
Cc1cc(NC(=O)Cn2cnc3c(cnn3C(C)(C)C)c2=O)no1
  14%, ?, -5%, -7%, 3%, 12
CC(=O)Nc1ccc(N2CCN(Cc3ccccc3)CC2)cc1
  3%, 2%, -6%, 6%, 7%, .
C=CCN(C)CC/C=C1\c2ccccc2CSc2ccccc21
  ?, -10%, 30%, -30%, -13%, -6
Cc1ccc(Oc2ccc(NS(=O)(=O)c3cccc(C(=O)O)c3)cc2)cc1
  6%, ., -31%, ., ., -28
Cc1ccc(-c2n[nH]c(=O)c3ccccc23)cc1S(=O)(=O)NC(C)(C)C
  -3%, 1%, -22%, ., 5%, 125
CCOC(=O)C1=C(CS(=O)(=O)c2ccc(C)cc2)NC(=O)NC1c1cc(OC)c(O)c(OC)c1 (configuration not stated)
  14%, 0%, -37%, -26%, -10%, 0
O=c1[nH]c(=O)n(Cc2ccco2)c2c1C(C(F)(F)F)(C(F)(F)F)N=C(c1ccco1)N2
  14%, -14%, -40%, ?, 12%, 96
O=c1cc2c(nn1Cc1ccccc1)-c1ccccc1CC2
  7%, ?, 13%, 18%, 0%, -100*
O=C1CNC(=S)N1C(CO)c1ccccc1 (configuration not stated)
  0%, 11%, 0%, 5%, -23%, ?
Cc1n[nH]c(C)c1CN(C)C(=O)C1CCC(=O)N(CCc2cccc(F)c2)C1 (configuration not stated)
  10%, -14%, 8%, 1%, -9%, -13
Cc1nccc2c1[nH]c1ccccc12
  ?, 3%, -9%, -7%, 4%, 13
O=C(c1ccco1)N1CCN(C(=O)c2oc(=O)c3ccccc3c2-c2ccccc2)CC1
  -1%, -17%, 42%[activator], -18%, 4%, 11
Cc1cc(C)c(OCC(O)CN2CCN(c3ccccn3)CC2)c(C)c1 (configuration not stated)
  ?, 1%, 133%[activator], 12%, ?, 30
CCOc1ccc2nc(N3CCCC(C(=O)Nc4c(C)cccc4C)C3)sc2c1 (configuration not stated)
  ., 2%, ., -8%, ., 24
COc1ccc(CCNC2CC(C)N(C)CC2C)cc1OC (configuration not stated)
  ?, ?, -21%, 2%, -30%, 11
O=C1/C(=C/c2ccncc2)CCC/C1=C\c1ccncc1
  6.3µM*, ?, -25%, 11µM*, 4%, -100*
COC(=O)c1cccc(NC(N)=S)c1
  -77%, 3%, -10%, ., -2%, 30
CCOc1ccc2[nH]c3nc(SCC(=O)NC4CCCC4)nnc3c2c1
  -2%, 6%, -12%, -9%, -4%, -32
CCOc1ccccc1NC(=O)COC(=O)c1cc(C(=O)OC)cc([N+](=O)[O-])c1
  -24%, -4%, -9%, 0%, 5%, 64
O=C(NCCCN1CCOCC1)c1cc(Cl)ccc1Cl
  3%, -8%, -12%, 3%, -2%, 4
COc1ccc(/C=C\C(=O)CC(O)(c2ccccc2)C(F)(F)F)cc1 (configuration not stated)
  -6%, 2%, -19%, -12%, -6%, 63
COc1ccccc1NS(=O)(=O)c1cc([N+](=O)[O-])ccc1N/N=C/c1sc(N2CCOCC2)nc1-c1ccccc1
  11%, 2%, -12%, -3%, 0%, -12
O=c1c2ccccc2c(C=Nc2ccc(S(=O)(=O)N3CCCCC3)cc2)c(O)n1-c1ccc(Cl)cn1
  6%, -11%, -32%, -1%, 2%, 56
CCNC(=S)N(Cc1ccco1)Cc1cc2cc3c(cc2[nH]c1=O)OCCO3
  ?, -12%, -34%, -24%, 4%, -2
CC(C)(C)NC(=O)C(OC(=O)c1ccco1)c1ccc(Cl)cc1 (configuration not stated)
  2%, -2%, -5%, 0%, -4%, -21
Cc1ccc(-n2c(CCC(=O)O)ccc2-c2cccs2)cc1Cl
  ., 3%, ., 7.9µM*, ., 21
COC(=O)c1ccccc1NC(=O)c1ccc2c(c1)OCCCO2
  ?, -4%, -9%, 3%, ., 29
O=C(N/N=C/c1c(O)n(-c2ccccc2)c(=O)[nH]c1=O)c1ccncc1
  30%[activator], -14%, -16%, 40µM*, 0%, 16
O=C(NCC1CCCO1)c1cc2ccccc2nc1Cl (configuration not stated)
  16%, 0%, -6%, 7%, 9%, -70*
Cc1coc2cc3oc(=O)c(CCC(=O)NCCCN4CCCC4=O)c(C)c3cc12
  1%, ?, 39%, -20%, -2%, 13
CC(C)C(=O)Nc1ncc(C(F)(F)F)cc1Cl
  11%, -8%, -15%, 18%, -13%, 0
Nc1nc(-c2cccs2)c(CC(=O)O)s1
  5%, 7%, -17%, 40µM*, -7%, -19
O=C(Nc1ccc2oc(-c3ccncc3)nc2c1)c1ccc([N+](=O)[O-])o1
  10µM*, -13%, -18%, -13%, -3%, -102*
COc1cccc(C2(O)CCN(C(=O)C3CCC3)CC2)c1
  12%, 0%, -8%, 11%, 10%, 33
CCOC(=O)N1CCN(C2CCCN(C(=O)c3cccc(Cl)c3)C2)CC1 (configuration not stated)
  1%, 2%, 183%, ?, ., -27
CCOC(=O)C1=C(C)NC2=C(C(=O)CC(C)(C)C2)C1c1ccsc1 (configuration not stated)
  -6%, 1%, -14%, -9%, 7%, -7
C[C@H](CO)N1C[C@H](C)[C@@H](CN(C)S(=O)(=O)c2cccs2)Oc2c(NS(=O)(=O)c3ccc(F)cc3)cccc2C1=O
  -1%, ., 129%[activator], ., ., 10
O=C(COC(=O)C1CC2CCCC(C1)C2=O)NC1CCCCC1 (configuration not stated)
  1%, -2%, -9%, -11%, ., 15
CCN(CC)S(=O)(=O)c1ccc(N/N=C/c2ccc(OC)c(OC)c2OC)nc1
  3%, 13%, 14%, 3%, 8%, 46
O=C(NCCC1CCCCN1S(=O)(=O)c1ccc(Cl)cc1)C(=O)NCc1ccncc1 (configuration not stated)
  ?, -2%, 108%[activator], -14%, ., -28

# Given with each value named: part of the list above.
SMILES: COc1cccc(C2(O)CCN(C(=O)C3CCC3)CC2)c1
  HCV inhibitor = 12%	AmpC detergent = 0%	AmpC inh no detg = -8%	Sm TGR block = 11%	Giardia FBPA inh = 10%	HCMV inh = 33

SMILES: CCOC(=O)N1CCN(C2CCCN(C(=O)c3cccc(Cl)c3)C2)CC1 (configuration not stated)
  HCV inhibitor = 1%	AmpC detergent = 2%	AmpC inh no detg = 183%	Sm TGR block = ?	Giardia FBPA inh = .	HCMV inh = -27

SMILES: CCOC(=O)C1=C(C)NC2=C(C(=O)CC(C)(C)C2)C1c1ccsc1 (configuration not stated)
  HCV inhibitor = -6%	AmpC detergent = 1%	AmpC inh no detg = -14%	Sm TGR block = -9%	Giardia FBPA inh = 7%	HCMV inh = -7

# Remaining list, next part:
# Values run as follows: HCV inhibitor, AmpC detergent, AmpC inh no detg, Sm TGR block, Giardia FBPA inh, HCMV inh
O=C(c1ccccc1)c1ccc2nc(-c3ccc(NC(=O)c4ccccc4Br)cc3)[nH]c2c1
  25µM*, -5%, ?, -2%, 1%, -25
Brc1ccccc1-c1nnc(SCc2nc3ccccc3s2)o1
  ?, -9%, ?, -8%, -1%, 129
Cc1noc(C)c1CSCC(=O)OCc1nc2ccccc2c(=O)n1CC#N
  19%, -8%, -28%, -17%, -20%, 36
COCCCNC(=O)c1cc2c(=O)n3cc(C)ccc3nc2nc1NCC1CCCO1 (configuration not stated)
  1%, -1%, -35%, -10%, 0%, .
Cc1ncc(C[n+]2csc(CCOC(=O)C34CC5CC(CC(C5)C3)C4)c2C)c(N)n1
  -4%, -4%, 13%, -29%[57.1 µM], -11%, -23
COc1ccc(S(=O)(=O)Nc2ccc(NC(C)=O)cc2)cc1[N+](=O)[O-]
  5%, 3%, -27%, 4%[57.1 µM], 10%, -21
Cc1ccccc1NC(=O)CSc1nc2c(oc3ccccc32)c(=O)n1-c1ccccc1F
  ., -2%, ., -8%, ., -10
CSC1=NSC2=NC(=O)/C(=C\c3ccc(OC(=O)c4ccco4)cc3)C(=N)N12
  -8%, 4%, -44%, 0%, -14%, 35
COc1ccccc1CN1CC(C(=O)N(C)Cc2nc(C)cs2)CCC1=O (configuration not stated)
  12%, 6%, 5%, -17%, ., -19
COc1ccc(NS(=O)(=O)c2cc(NC(=O)c3cnc(C)cn3)ccc2N2CCCCC2)cc1
  ?, -7%, 50%, -7%, -1%, -74*
CCN(CC)S(=O)(=O)c1ccc(NC(=O)CSc2nnc(-c3cccc(OC)c3)n2C)cc1
  -20%, 2%, 22%, 0%, 3%, -23
CCCCN(C(=O)c1oc2ccc(OCC)cc2c1C)c1c(N)n(CC(C)C)c(=O)[nH]c1=O
  -10%, -8%, -30%, -3%, ., -28
Cc1cccc(CSC2=NCCN2C(=O)C2CC2)c1
  16%, -7%, 24%, 9%, 4%, -36
CC(=O)Nc1ccc(S(=O)(=O)NC2(C(F)(F)F)C(=O)Nc3c2c(=O)[nH]c(=O)n3-c2ccc(C)c(C)c2)cc1 (configuration not stated)
  ., -3%, ., ?, ., 12
COC(=O)C(NC(=O)COc1ccccc1)(Nc1nc2c(s1)CCCC2)C(F)(F)F (configuration not stated)
  1%, -3%, 5%, ?, -16%, -12
CCOC(=O)C(C)n1cnc2c(nnn2-c2ccc(F)cc2)c1=O (configuration not stated)
  20%, -7%, -10%, 5%, 11%, 39
COc1ccc(S(=O)(=O)N2CCC(C(=O)NCCOc3ccccc3F)CC2)cc1OC
  9%, -10%, 77%[activator], -15%, ., 0
CC(C)c1ccc(OCC(=O)Nc2ccccc2C(=O)N2CCOCC2)cc1
  -27%, -1%, 61%[activator], 0%, ., .
CCOc1ccc(N2C(=O)CC(NNc3nc4ccccc4s3)C2=O)cc1 (configuration not stated)
  4%, 0%, 7%, 16%, 1%, 9
O=C(c1ccc2c(c1)N(Cc1ccccc1)C(=O)c1ccccc1S2(=O)=O)N1CCC(Cc2ccccc2)CC1
  ., 4%, ., 9%, ., 5
COC(=O)c1sccc1-c1ccc(C(=O)Nc2cccnc2)o1
  ?, -7%, -9%, -6%, -2%, ?
CCOC(=O)c1c(NC(=O)CN2C(=O)NC3(CCCC3)C2=O)sc(C)c1CC
  ?, 0%, 79%[activator], -13%, ., -27
CCCCCc1nnc(NS(C)(=O)=O)s1
  0%, 0%, -2%, 3%, -1%, -24
CN(C)C(=O)OCc1c(-c2ccccc2)ncc2ccccc12
  ?, -8%, -1%, -9%, ., 73
COc1ccc(S(=O)(=O)N2CC(C)N(C(=O)N3CCOCC3)C2)cc1 (configuration not stated)
  9%, -3%, 15%, -20%, 3%, -22
NC(=S)N/N=C/c1ccccc1OC(=O)/C=C/c1ccccc1
  15%, -10%, -42%, 2%, ., -110*
C=CCOC(=O)C1=C[C@H](c2coc3ccccc3c2=O)[C@@H](CCCO)[C@H](OCC)O1
  -7%, 3%, 160%[activator], 3%, -4%, -4
O=C(CN1C(=O)NC2(CCCC2)C1=O)Nc1ccc(OC(F)(F)F)cc1
  -22%, -4%, -2%, 2%, -10%, 3
CCOc1oc(-c2ccc(OC)cc2)nc1C(F)(F)F
  13%, ?, 25%, 0%, -1%, -23
CCOC(=O)c1c(C)c(C(=O)N2CCN(c3ccccc3)CC2)c(C)n1C
  -7%, -7%, 111%[activator], -5%, 10%, 2
O=C(O)C/C(=C\c1ccc(Cl)cc1)c1nc2ccccc2o1
  15%, -8%, -21%, 1%, 11%, 57

# Screening results as filed in PubChem BioAssay.
